RSV CPE inhibition: RSV antiviral activity via CPE protection, HEp-2 cells, primary 10 µM value included (AID 2391); 310,000 tested, 0.13% active; HEp-2 cells, RSV-induced CPE inhibition; higher % means a stronger effect; one-dose CPE inhibition, % at 10 µM; IC50 in µM for titrated hits; in the data active = a potency from the dose series; inconclusive = CPE inhibition mostly from about 23% at the one dose, without a potency; inactive = the rest, 99 in 100 with CPE inhibition below about 21%; note: strong numbers were not always called active
PMI inhibitors: inhibitors of human PMI, primary screen, biochemical, fluorescence intensity, coupled assay (AID 1209); purified PMI enzyme, coupled fluorescence intensity; higher % means a stronger effect; one-dose inhibition, % at 20 µM; IC50 in µM for titrated hits; 190,000 tested, 0.42% active;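 note: plate controls were DMSO vehicle for no effect and wells lacking substrate for full effect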
P. falciparum M17LAP: P. falciparum M17LAP inhibitors, primary screen, biochemical, fluorogenic H-Leu-NHMec substrate, 1536-well (AID 1619); inhibition, % at 30 µM; hits with a dose series show IC50 in µM; recombinant M17LAP, H-Leu-NHMec fluorogenic kinetic assay; higher % means a stronger effect; 220,000 tested, 0.38% active;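 active = compound inhibiting the enzyme by more than half at any dose during confirmatory dose-response retesting; inconclusive = strong single-dose inhibitors picked by rank but not retested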;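 note: plate controls were full reaction with DMSO carrier for no effect and no enzyme background for full effect; strong numbers were not always called active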
PMI inhibition: human PMI inhibitors, high substrate, primary screen, biochemical, fluorescence intensity, high mannose 6-phosphate (AID 1220). recombinant PMI enzyme, coupled fluorescence intensity; higher % means a stronger effect. inhibition, % at 20 µM; hits with a dose series show IC50 in µM. 190,000 tested, 0.66% active
K1F lysis inhibition: protection from phage-mediated lysis, alamar blue read-out – E. coli UTI89, K1F phage, bacterial capsule biogenesis inhibitors (AID 488966); E. coli UTI89 K1F phage lysis, alamar blue, 2 h; higher % means a stronger effect; one-dose inhibition, % at 100 µM; IC50 in µM for titrated hits; 340,000 tested, 0.02% active;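 active = phage lysis inhibition, versus mean bacterial control, above a set limit; inconclusive = no clear call, values can overlap the other calls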;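 note: capsule biogenesis inhibitors block K1F phage lysis so surviving cells raise fluorescence; higher fluorescence means more inhibition of phage lysis; actives were called in the ten point dose series up to 300 µM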
West Nile virus CPE: inhibition of WNV-induced cytopathic effect – cell-based, CPE readout (AID 1621); West Nile virus-infected cells, CPE inhibition; higher % means a stronger effect; CPE inhibition, % at 10 µM, or IC50 in µM where a hit was titrated; 290,000 tested, 0.02% active; in the data active = a potency from the dose series; inconclusive = CPE inhibition mostly from about 3.7% at the one dose, without a potency; inactive = the rest, 99 in 100 with CPE inhibition below about 2.2%; note: strong numbers were not always called active
T cell HTS: modulates CD8 T cell binding to vesicles | 330,000 tested, 0.068% active | 2C CD8+ T cell-vesicle binding, flow cytometry; hits give low values | calls only at 7 µM | AID 2052;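 active = response, share of CD8 T cells binding vesicles, and their 90th percentile fluorescence all below set limits, cut at about 80% in these data, passing the limit was not always enough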
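Test system: purified 2C TCR transgenic mouse naive CD8+ T cells. Probe or stimulus: QL9-peptide-loaded Drosophila micro-vesicles bearing Ld, ICAM-1 and B7-1. Incubation: binding step 1.5 h, 37 °C, antibody labelling 20 min, ice. Measured by: flow cytometry of vesicle-bound cells.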
M1AAP inhibition: P. falciparum M1AAP inhibitors, biochemical, fluorogenic H-Leu-NHMec substrate, 1536-well (AID 1445). inhibition, % at 30 µM, or IC50 in µM where a hit was titrated. recombinant M1AAP, H-Leu-NHMec fluorogenic kinetic assay; higher % means a stronger effect. 220,000 tested, 0.42% active;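 active = primary inhibition above the hit cutoff, then over 50% inhibition at one or more dose response concentrations, cut at about 23% in these data, passing the limit was not always enough; inconclusive = conflicting primary data, or primary hits not chosen for dose response; inactive = low primary inhibition, or under 50% at every dose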;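 note: plate controls were DMSO full reaction for no effect and no enzyme background for full effect; strong numbers were not always called active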
TNAP activation fold: human TNAP enzyme activators, primary screen, biochemical, luminescent, no phosphate acceptor, uHTS (AID 1001). purified TNAP, luminescent activation assay, no phosphate acceptor; higher activation fold means a stronger effect. activation fold at 20 µM; hits with a dose series show EC50 in µM. 200,000 tested, 0.03% active; in the data active = activation fold from about 3, or a potency from the dose series; inactive = the rest, 99 in 100 with activation fold below about 1.6; note: many of its hits are not listed in these tables
T cell HTS vesicle-bound %: second read-out of T cell HTS, no call of its own (marks repeat the call); double positive events, %; measured here: CD8+ vesicle-bound cell fraction;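 binding gate set so that unloaded-vesicle control wells show 10% double positive cells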
* marks the source's active call; other numbers are inactive results; i = inactive; ? = inconclusive; . = not tested or not shown; [ ] = remark or other dose. Cut-off read from the data, not from the text of the source, unless noted: active = inhibition above about 50%; inactive = the rest.

Molecule	RSV CPE inhibition	PMI inhibitors	P. falciparum M17LAP	PMI inhibition	K1F lysis inhibition	West Nile virus CPE	T cell HTS	T cell HTS vesicle-bound %	M1AAP inhibition	TNAP activation fold
COc1ccc(OC)c(/C=N\NC(=O)c2ccc(-c3ccccc3)cc2)c1	2.1%	.	.	.	0.0%[50 µM]	-0.8%	i	8	.	.
O=S(=O)(c1ccccc1Oc1ccc(Cl)cc1Cl)N1CCCCC1	.	.	-2%	.	0.7%	-1.1%	i	38	-1%	.
O=C(N1CCOCC1)N1CCC(n2nnc3cc(F)ccc32)CC1	0.8%	8%	3%	2%	0.4%	?	i	25	-2%	1.1
O=C(Cc1ccccc1)Nc1ccc(NC(=O)c2cccs2)cc1Cl	0.7%	2%	-8%	5%	0.1%	-0.6%	i	60	0%	1.1
Cc1ccc(N(CC(=O)NCc2ccccc2)S(=O)(=O)c2c(C)noc2C)cc1	2.0%	.	.	.	0.0%	0.5%	i	14	.	.
COC(=O)CNC(=O)/C=C/c1ccc(OC)cc1	1.6%	-1%	9%	-4%	7.7%	-0.2%	i	11	11%	1.1
CCn1c(O)c(C=NCc2ccccc2)sc1=S	.	.	-2%	.	-0.6%	-0.9%	i	50	0%	.
COc1ccc(NC2CCCN(C(=O)c3ccc(C(C)=O)s3)C2)cc1 (stereo not drawn)	3.4%	.	.	.	0.1%	-0.1%	i	14	.	.
CC(C)(O)C(O)COc1c2ccoc2cc2oc(=O)ccc12 (stereo not drawn)	.	3%	10%	12%	3.5%	-0.1%	i	32	7%	1.1
c1ccc(-c2ccc(CN3C[C@@H]4C(c5ccccc5)C5(c6cccnc6)CC4(C5)[C@H]3c3ccccc3)cc2)cc1 (stereo partly drawn)	7.9%	.	-14%	.	0.0%	1.3%	i	11	6%	.
Cc1ccc(Sc2oc(/C=N/n3cnnc3)cc2Br)cc1	11%	10%	1%	10%	1.1%	1.2%	i	31	5%	1
CC1(C)CC(=O)C(C=Nc2cc(C(=O)c3ccccc3)ccc2N)=C(O)C1	-0.9%	-5%	6%	40%	-1.6%	0.1%	i	58	10%	1
Cc1cc(OCc2cc(C(=O)NCC3(C)COC3)no2)cc(C)c1Cl	20%	.	.	.	0.2%	-0.9%	i	69	.	.
O=C(Cc1ccccc1)NC(c1ccco1)c1c(O)ccc2ccccc12 (stereo not drawn)	2.3%	.	2%	.	0.2%	-0.9%	i	40	13%	1.3
COc1cc(-n2c(=O)c3ccccc3n(Cc3cccc(C)c3)c2=O)cc(OC)c1OC	-0.5%	-7%	-5%	-14%	0.0%	0.9%	i	50	5%	1.1
COc1ccc(S(=O)(=O)Nc2c(C)cc(C)cc2C)c2cccnc12	1.2%	.	.	.	-1.3%	-0.5%	i	28	.	.
Cn1nccc1C(=O)N/N=C/c1c(O)ccc2ccccc12	-2.0%	.	.	.	-0.6%	?	i	24	.	.
CCN(CC)C(=O)c1ccc(Nc2nnc(-c3ccc(O)cc3)c3ccccc23)cc1	1.4%	.	.	.	-1.5%	2.8%	i	34	.	.
Cc1ccccc1NC(=S)N(Cc1ccccn1)Cc1ccccc1Cl	0.6%	2%	-10%	0%	0.0%	-1.5%	i	55	-1%	1.1
O=C(Nc1ccccc1-c1ccccc1)C1CCCN(c2ncccn2)C1 (stereo not drawn)	-0.9%	6%	1%	5%	2.8%	-0.3%	i	42	-2%	1.1
Cc1cc(C)cc(Oc2nc(C(F)(F)F)nc3ccccc23)c1	-0.4%	14%	1%	18%	1.4%[50 µM]	-0.2%	i	17	3%	1.1
COCCn1c(=S)[nH]c2cc(C(=O)N(CCO)Cc3ccccc3)ccc2c1=O	12%	.	.	.	-0.3%	-0.1%	i	36	.	.
COc1ccc(CNC(=O)C2CCCN(c3nn4c(=O)cc(C)nc4s3)C2)cc1 (stereo not drawn)	1.7%	.	.	.	-0.3%	-0.2%	i	27	.	.
Cc1cccc(NC(=S)NC(=O)CC2CC(C)(C)OC2=O)c1 (stereo not drawn)	1.3%	-8%	42%	-6%	0.2%	0.0%	i	57	8%	1
CCN(CC)CCN(C(=O)c1ccc(S(=O)(=O)N(C)C2CCCCC2)cc1)c1nc2ccc(OC)cc2s1	-1.2%	.	.	.	0.3%	-0.8%	i	34	.	.
O=C(Nc1ccc(Cc2ccncc2)cc1)C1CCC(N2C(=O)C3CC=CCC3C2=O)CC1 (stereo not drawn)	2.7%	17%	-5%	9%	0.8%[50 µM]	-1.0%	i	36	0%	1.1
CN(C(=O)CSc1nc2cc([N+](=O)[O-])ccc2n1-c1ccc(F)cc1)C1CCS(=O)(=O)C1 (stereo not drawn)	1.8%	4%	10%	-4%	1.0%	0.8%	i	28	5%	0.9
COc1ccc2c(c1)CCc1c(C(=O)Nc3ccn(Cc4ccc(C)cc4)n3)noc1-2	-0.3%	5%	-3%	17%	-0.1%	-0.3%	i	10	2%	1.1
Cc1sc2ccc3sccc3c2[n+]1C	0.0%	-21%	.	-67%	0.9%	-0.6%	i	48	.	0.9
Cc1ccc(C)c(N2CCN(S(=O)(=O)c3ccc4[nH]c(=O)c(=O)[nH]c4c3)CC2)c1	0.1%	-1%	0%	4%	4.9%	0.3%	i	45	7%	1.3
C[n+]1ccccc1/C=C/c1cc(Br)ccc1O	-0.7%	.	.	.	0.2%	-0.9%	i	18	.	.
Cc1cccc(C)c1OCC(=O)N/N=C/c1cccnc1	1.0%	.	.	.	-0.1%	0.1%	i	22	.	.
CC1CCN(C2CCN(C(=O)c3ccccc3F)CC2)CC1	.	.	-3%	.	0.0%	0.9%	i	17	0%	.
COc1ccc2nc(C)cc(SCC(=O)NNC(=O)COc3ccccc3)c2c1	1.8%	-4%	18%	2%	0.1%	.	i	43	5%	.
CCCCN1C(=O)c2ccc(C(=O)NC3=NCCS3)cc2C1=O	1.7%	14%	2%	11%	-0.1%	0.4%	i	36	13%	1.1
c1ccc2[nH]c(-c3nc4ccccc4[nH]3)nc2c1	1.1%	-3%	-7%	-10%	0.3%	0.4%	i	3	2%	1.5
CCCn1nc(NC(=O)c2ccco2)c2cc3ccc(C)cc3nc21	3.7%	9%	.	0%	-0.4%	0.8%	i	46	.	1.1
COc1ccccc1NC(=O)CSc1nnc(Cc2cccn2C)n1CCc1ccccc1	1.3%	-4%	4%	4%	6.0%	-0.6%	i	8	13%	1
Cc1cccn2c(=O)c(C(=O)NCCCN3CCCCC3C)c(O)nc12 (stereo not drawn)	-0.1%	.	.	.	0.1%	-0.3%	i	6	.	.
COc1cccc(NC(=O)CSCC(=O)Nc2ccccc2)c1	2.8%	7%	-1%	12%	-0.3%[50 µM]	0.0%	i	20	2%	1.1
COc1ccc(NC(=O)c2cccc(-c3ccc(O)cc3)c2)cn1	0.5%	.	.	.	-1.4%	0.8%	i	24	.	.
CCOc1ccc(NC(=O)CN(C)c2ccc(S(=O)(=O)N(C(C)C)C(C)C)cn2)cc1OCC	12%	10%	7%	2%	0.6%	1.6%	i	56	1%	1.2
Cc1ccc(OCCOCCN2CCCCC2)c([N+](=O)[O-])c1	-0.4%	-16%	8%	-10%	-0.2%	0.6%	i	55	5%	1
O=C1NN(c2ccc(F)cc2)C(=O)/C1=C\c1cnn(-c2ccccc2)c1	3.5%	-2%	0%	-5%	.	0.0%	i	46	4%	1
CCOc1ccc(NC(=S)NCCCn2ccnc2)cc1	0.9%	12%	2%	3%	1.1%[50 µM]	-0.6%	i	49	0%	1
O=C(NCc1ccccc1Cl)c1cnc2ccccc2n1	3.9%	.	.	.	-1.4%	-0.2%	i	37	.	.
NS(=O)(=O)c1ccc(-n2cccc2C=O)cc1	-0.2%	4%	-8%	7%	0.4%	0.0%	i	3	0%	1
CC(C)OC(=O)c1nnn(-c2nonc2N)c1CN1CCc2ccccc2C1	.	-4%	3%	-4%	-0.1%	-0.3%	.	.	1%	0.9
Cc1cc2c(cc1S(=O)(=O)NCc1ccc(Cl)cc1)OCC(=O)N2	3.5%	.	.	.	4.4%	0.2%	i	24	.	.
CN(Cc1ccccn1)C(=O)CC1C(=O)NCCN1Cc1cccc(Oc2ccccc2)c1 (stereo not drawn)	1.6%	-1%	6%	25%	0.2%	-0.8%	i	59	4%	1.1
Cc1cccc2cc(COC(=O)C(C)(C)C)c(=O)[nH]c12	1.9%	10%	10%	11%	-0.3%	-0.1%	i	63	5%	1.1
O=C(Nc1ccon1)c1sc2ccccc2c1Cl	28%	4%	6%	0%	-2.1%	1.0%	i	38	0%	1
COc1ccc(OCC(=O)Nc2ccc3c(c2)nc2n3CCSC2)cc1	-0.1%	-2%	4%	8%	-0.2%	-0.1%	i	11	5%	1
COc1cc(CCC(=O)Nc2ncc(C)s2)cc(OC)c1OC	0.2%	.	.	.	0.1%	-0.2%	i	24	.	.
COc1cc2ccnc(Cc3cccc(OC)c3OC)c2cc1OC	0.3%	1%	0%	45%	-0.9%	-0.3%	i	1	1%	1.1
CCS(=O)(=O)N1CCN(C(=O)c2ccco2)CC1	0.5%	9%	-6%	8%	-0.8%[50 µM]	0.2%	i	41	1%	1.1
CC(C)(C)NC(=O)C(c1ccc(F)cc1)N(Cc1cccs1)C(=O)c1ccc(CN2CCOCC2)o1 (stereo not drawn)	-0.3%	1%	.	3%	0.1%	-1.4%	i	6	.	1.1
O=C(Nc1ccc2c(c1)OCCO2)c1ccccc1	0.7%	.	.	.	0.2%	-0.1%	i	15	.	.
C=CCn1c(Oc2cccc(C)c2)nc2c1c(=O)n(C)c(=O)n2C	1.1%	-13%	0%	-14%	0.6%	-0.8%	i	7	3%	1.1
O=C(O)c1ccccc1-c1ccccc1C(=O)Nc1ccc(OC(F)(F)F)cc1	0.7%	.	.	.	-1.0%	0.2%	i	51	.	.

High-throughput results: PubChem BioAssay, several laboratories
